# WRN helicase inh: WRN helicase (human) inhibition; WRN helicase unwinding, fluorescent forked duplex, kinetic; Potency, µM (top dose mostly 114 µM), for the others: at the highest dose activity change, negative = inhibition, most hits filed as inhibitors; AID 651768; Q14191; 360,000 compounds, 0.46% hits; further: potency means the concentration at half of the fitted maximal effect; on the % scale 0 is the no-effect control and ±100 the full control effect; nearly all actives have a fitted effect of over 55% in size
#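 Screening of the MLSMR collection measured strand separation of a quenched forked DNA duplex (100 nM) by 20 nM WRN with 2 mM ATP, all final. Compounds were preincubated with enzyme 15 min at room temperature.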
# EPAC2 agonist: activates human EPAC2 exchange factor; EPAC2 activation, biochemical qHTS; response scale: 100% = 6.5 mM cAMP response; Potency, µM (doses to about 154 µM), for the others: at the highest dose activation, usual class: activators; 360,000 compounds, 0.079% hits; AID 720711; further: potency means the concentration at half of the fitted maximal effect; nearly all actives have a fitted effect of over 50% in size
# Target sequence (Q8WZA2 whole entry, looked up): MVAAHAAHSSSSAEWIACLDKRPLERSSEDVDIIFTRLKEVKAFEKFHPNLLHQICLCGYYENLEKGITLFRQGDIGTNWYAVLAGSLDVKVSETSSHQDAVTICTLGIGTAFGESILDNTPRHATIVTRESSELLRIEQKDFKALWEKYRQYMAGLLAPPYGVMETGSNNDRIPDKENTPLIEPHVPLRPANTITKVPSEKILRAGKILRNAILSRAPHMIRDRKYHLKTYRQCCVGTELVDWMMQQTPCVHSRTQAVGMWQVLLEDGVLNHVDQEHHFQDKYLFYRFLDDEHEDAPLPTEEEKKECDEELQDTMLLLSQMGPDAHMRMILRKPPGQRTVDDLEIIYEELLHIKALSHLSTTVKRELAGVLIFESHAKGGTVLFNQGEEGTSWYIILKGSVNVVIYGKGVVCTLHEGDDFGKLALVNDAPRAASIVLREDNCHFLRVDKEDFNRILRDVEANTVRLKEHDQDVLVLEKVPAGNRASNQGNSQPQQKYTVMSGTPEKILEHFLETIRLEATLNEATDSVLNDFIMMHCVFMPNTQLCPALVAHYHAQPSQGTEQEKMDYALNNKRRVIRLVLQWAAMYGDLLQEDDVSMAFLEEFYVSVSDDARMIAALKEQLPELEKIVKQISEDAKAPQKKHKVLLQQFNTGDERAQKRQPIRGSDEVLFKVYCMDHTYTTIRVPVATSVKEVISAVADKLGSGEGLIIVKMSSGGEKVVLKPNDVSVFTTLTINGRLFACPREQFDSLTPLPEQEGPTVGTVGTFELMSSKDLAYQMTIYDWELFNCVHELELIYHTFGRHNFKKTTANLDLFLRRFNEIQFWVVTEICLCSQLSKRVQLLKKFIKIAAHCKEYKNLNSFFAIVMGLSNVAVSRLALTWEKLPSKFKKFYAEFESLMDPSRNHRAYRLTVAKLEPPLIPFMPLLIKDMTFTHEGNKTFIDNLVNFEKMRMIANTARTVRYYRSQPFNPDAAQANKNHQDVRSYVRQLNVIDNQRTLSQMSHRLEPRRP
#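 qHTS, titration series. 100 nM EPAC2 / 250 nM Rap1B-BODIPY-GDP / 50 uM GDP; RT; ex 480/em 540 nm, 5-min reads to 30 min. Norm. to 6.5 mM cAMP = activation.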
# EPAC1 antagonist: blocks human EPAC1 exchange factor. 360,000 compounds, 0.14% hits. AID 720709. EPAC1 GEF assay, Rap1b-BODIPY-GDP exchange fluorescence. Potency, µM (highest dose often 115 µM), for the others: at the top dose activity change, negative = inhibition, usual class: inhibitors;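 further: potency means the concentration at half of the fitted maximal effect; plate controls were vehicle for no effect and positive control for full effect; nearly all actives have a fitted effect of over 50% in size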
# EPAC1 ag: activates human EPAC1 exchange factor; AID 720707; Potency, µM (series often up to 154 µM), for the others: at the highest dose activation, most hits filed as activators; 360,000 compounds, 0.073% hits; EPAC1 agonist qHTS, biochemical assay; response scale: 100% = response to 6.5 mM cAMP; O95398; further: potency means the concentration at half of the fitted maximal effect; nearly all actives have a fitted effect of over 60% in size
#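 Read-out is the fluorescence drop as BODIPY-GDP leaves Rap1B (480 nm excitation, 540 nm emission), recorded every 5 minutes over 30 minutes. Reactions held 100 nM EPAC1, 250 nM Rap1B–BODIPY-GDP and 50 uM GDP, with 6.5 mM cAMP setting full activation.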
# PI5P4K alpha inh: blocks human PI5P4K alpha kinase activity. 330,000 compounds, 1.2% hits. max response, %. AID 652105. PI5P4Kalpha enzyme, ADP-Glo luminescence, 60 min; hits give low values. P48426; active means max response of -50% or lower; inconclusive means between -30% and -50%; inactive means -30% or higher; further: value at the top dose of about 77 µM; on the % scale 0 is the no-effect control and ±100 the full control effect
#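 Single end-point luminescence (ADP-Glo) quantified ADP from PI5P4Kalpha turnover; ATP 5 microM final, 1 h at RT, 0.1% CHAPS and 0.28 mM EGTA in HEPES pH 7.4.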
# IL-2 act: activators of IL-2. IL-2 activation reporter assay, cell-based qHTS; stimulated with anti-CD3/CD4/CD28 beads; in transgenic mouse T cells. activation, % (series mostly up to about 46 µM). 360,000 compounds, 0.065% hits; in the data active means activation above about 50%; inconclusive means mostly about 30% to 49%; further: 0% is about no effect
#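 EGFP and DsRed fluorescence is measured by plate cytometry in unstimulated transgenic mouse T cells exposed to compound for 60 minutes, then stimulated 18 hours at 37 degrees C with anti-CD3/anti-CD4 beads plus anti-CD28.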
# PLK1 PBD block: PLK1 (human) polo-box domain binding inhibition; Plk1 PBD binding of FITC phosphopeptide, fluorescence polarization; Potency, µM, for the others: max response, negative = inhibition, actives largely listed as inhibitors; 360,000 compounds, 2.8% hits; AID 720504; further: potency means the concentration at half of the fitted maximal effect; series mostly up to about 57 µM; on the % scale 0 is the no-effect control and ±100 the full control effect; nearly all actives have a fitted effect of over 65% in size
# CCT modulator: modulators of cytosolic chaperonin (CCT/TRiC) activity; purified chaperonin ATPase assay, HTRF ADP detection, 30 min; activity change, % (no concentration beside the values), hits read low; 360,000 compounds, 0.3% hits; AID 651819; in the data active means activity change below about -30%; further: on the % scale 0 is the no-effect control and ±100 the full control effect
#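 TRiC (40 or 20 nM final, by batch activity) in 30 mM Tris pH 7.4, 100 mM KCl, 5 mM MgCl2, 1 mM DTT was treated with compound at 76 uM single dose, then 10 uM ATP, 30 min at 37 °C. ADP was read by HTRF Transcreener.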
# An asterisk follows results filed as active; ? = inconclusive; . = no result given; [ ] = another dose, or the depositor's remark. Unless noted, the call rests on the fitted dose curve; in most records, active means well fitted curve in the direction sought with a large enough effect; inconclusive means small, poorly fitted or top-dose-only effect, or another doubt; inactive means no such curve, though single readings can be large; an effect the other way counts as inactive or inconclusive.
SMILES,WRN helicase inh,EPAC2 agonist,EPAC1 antagonist,EPAC1 ag,PI5P4K alpha inh,IL-2 act,PLK1 PBD block,CCT modulator
Cc1ccc(C)c(NC(=O)COC(=O)c2cccc3c2C(=O)c2ccccc2C3=O)c1,-25%,5%,-1%,12%,3,-0.5,-1%,-0.6
C[C@H](CO)N1C[C@H](C)[C@@H](CN(C)S(=O)(=O)c2ccc3c(c2)OCCCO3)OCc2cnnn2CCCC1=O,-4%,2%,-12%,-16%,-61*,-1.1,-14%,-1.4
Cc1ccc(C(=O)NC(=S)NNC(=O)c2ccccc2[N+](=O)[O-])cc1,-4%,-2%,10%,2%,?,-0.6,?,-5.3
COc1ccc(S(=O)(=O)NNC(=O)Nc2ccc(C)cc2C)c(OC)c1,-7%,2%,-18%,?,3,-0.6,-5%,-1.2
OCC1(CCc2ccccc2)CCCN(CCCc2ccccc2)C1 (stereo not given),1%,1%,-9%,2%,0,-1.7,-13%,-0.6
COc1cccc(CN(C)C(=O)c2cc(S(=O)(=O)N3CCCCCC3)ccc2OC)c1,-19%,5%,-13%,-3%,2,-0.3,-11%,0.3
Cc1ccc2c(c1)c1c(n2CC(O)CNC(CO)(CO)CO)CCCC1 (stereo not given),-4%,7%,-11%,5%,3,-1.1,-5%,0.9
COC(=O)CC1(C(=O)OC)Oc2ccc(Br)cc2C(=O)N1c1cc(Cl)cc(Cl)c1 (stereo not given),-11%,14%,-11%,8%,19,-4.1,6%,0.2
O=C(Cn1c(NCCCO)nc2ccccc21)c1ccc(Br)cc1,3%,6%,6%,6%,5,-1.9,-1%,-2.3
CC(C)OCCCNc1ncc2c(n1)CC(c1ccccc1)CC2=O (stereo not given),6%,23%,-7%,3%,-3,-4.7,-18%,-24
COC(=O)C(NC(=O)CCc1nnc2ccc(N3CCCCC3)nn12)C(C)C (stereo not given),7%,7%,2%,3%,-1,-1.1,-12%,-7.9
O=[N+]([O-])c1ccc(C2CN=C(Nc3ccccc3)S2)cc1 (stereo not given),-10%,0%,-9%,7%,-2,5.5,-20%,-0.4
O=C(NCc1ccncc1)C(=O)NCC1OCCCN1S(=O)(=O)c1ccc(F)cc1 (stereo not given),-23%,1%,-5%,7%,-4,0.4,-1%,-0.2
CC1CCN(c2ccc(S(=O)(=O)NC3=NCCCCC3)cc2[N+](=O)[O-])CC1,-2%,13%,-14%,4%,-4,0.0,-1%,-2.1
O=C1CC(Nc2ccc(N3CCOCC3)cc2)C(=O)N1c1cccc(C(F)(F)F)c1 (stereo not given),3%,5%,?,-6%,-15,2.5,-15%,-2.8
Cc1cc(C)n(CC2CC(=O)N(c3ccc(F)c(Cl)c3)C2=O)n1 (stereo not given),1%,2%,-16%,-5%,1,-0.8,2%,-1.4
COc1ccccc1CN1CC(C(=O)NC2CCOCC2)CCC1=O (stereo not given),-9%,10%,-7%,-25%,-5,-1.0,-4%,-4.7
O=C(CNC(=O)C1CCCCC1)Nc1ccccc1Cl,5%,-3%,8%,-2%,6,-4.2,4%,-1.6
CCN(CC)c1cc(Oc2ccccc2)ncn1,13%,2%,-9%,9%,.,-2.2,-6%,-0.5
CC(=O)c1ccc(S(=O)(=O)N2CCN(S(=O)(=O)c3ccccc3C(F)(F)F)CC2)cc1,-3%[57.1 µM],-1%,-14%,1%,-6,7.1,?,-2.2
O=C(O)c1ccccc1C(=O)OC1CCCC2CCCC21 (stereo not given),3%,-3%,4%,6%,-1,-1.3,1%,-2.0
COc1ccc(/C=C2\CCCC3C2=NN(C(=O)CSc2n[nH]c(N)n2)C3c2ccc(OC)cc2)cc1 (stereo not given),-3%,14%,-22%,16%,-17,-3.5,-10%,-1.2
O=c1c2c(nc3nc(CCc4ccccc4)[nH]n13)CCC2,-21%,2%,-2%,-2%,0,-3.9,-6%,0.9
CC(=O)N1C[C@@H](CO)[C@@H](N(C)C(=O)C2CCCCC2)C[C@H]1c1ccccc1,3%,4%,-27%,8%,0,-0.5,-12%,1.7
Cc1nn(C2CCS(=O)(=O)C2)c(Cl)c1/C=C/C(=O)OCC(=O)N(C)C (stereo not given),-12%,3%,-22%,0%,5,-1.7,-5%,2.2

# Compound profiles, as listed above.
# O=c1c2c(nc3nc(CCc4ccccc4)[nH]n13)CCC2 as listed: WRN helicase inh: -21%; EPAC2 agonist: 2%; EPAC1 antagonist: -2%; EPAC1 ag: -2%; PI5P4K alpha inh: 0; IL-2 act: -3.9; PLK1 PBD block: -6%; CCT modulator: 0.9
# CC1CCN(c2ccc(S(=O)(=O)NC3=NCCCCC3)cc2[N+](=O)[O-])CC1 as listed: WRN helicase inh: -2%; EPAC2 agonist: 13%; EPAC1 antagonist: -14%; EPAC1 ag: 4%; PI5P4K alpha inh: -4; IL-2 act: 0.0; PLK1 PBD block: -1%; CCT modulator: -2.1

# (listing goes on)
SMILES,WRN helicase inh,EPAC2 agonist,EPAC1 antagonist,EPAC1 ag,PI5P4K alpha inh,IL-2 act,PLK1 PBD block,CCT modulator
CCOC(=O)c1c(Nc2ccccc2)sc(/C=C2\C=Nc3ccccc32)c1O,5%,21%,-16%,10%,-1,1.1,-4%,-0.8
Cc1ccccc1N/N=C1\CCCNC1=O,-19%,5%,-9%,5%,-6,0.4,-28%,-0.1
CCn1cc(C(=O)N[C@@H](C)C(=O)NCCO)c(=O)c2cc3c(cc21)OCO3,0%,0%,-7%,0%,-2,0.3,2%,-0.7
Cc1cccc(N2CCN(C(=O)C3CCCN(S(=O)(=O)c4cnc[nH]4)C3)CC2C)c1 (stereo not given),-6%,0%,-5%,5%,.,-1.7,-1%,0.3
Cc1cc2c(c(=O)o1)C(C1C=CCCC1)C(C#N)=C(N)O2 (stereo not given),-20%,3%,-1%,-9%,?,2.7,1%,0.6
C/C(=C/Cc1c(O)cc2oc(C)cc(=O)c2c1O)COC1OC(CO)C(O)C(O)C1O (stereo not given),-10%,8%,-20%,3%,1,0.4,-10%,1.0
CCOC(=O)c1ccc(-n2c(=S)sc3c(=O)[nH]c(C)nc32)cc1,-13%,2%,-16%,0%,.,2.3,5.3µM*,-0.3
O=[N+]([O-])c1cccc(-c2cc(C(F)(F)F)n3nc(-c4ccccc4)cc3n2)c1,-3%,-1%,-7%,3%,1,-0.6,2%,0.7
CC(C)C12CN(C(=O)c3ccccc3[N+](=O)[O-])CC(C(C)C)(CN(C(=O)c3ccccc3[N+](=O)[O-])C1)C2=O,-6%,-2%,4%,9%,-5,-0.5,1%,-2.9
COc1ccc(CN2C(=O)COc3ccccc3C2c2nc3ccccc3[nH]2)cc1 (stereo not given),1%,6%,-25%,-1%,0,-0.6,-2%,0.8
COc1ccc(C(CNC(=O)CCNS(=O)(=O)c2ccccc2)N2CCOCC2)cc1 (stereo not given),4%,2%,-3%,4%,1,-0.6,-7%,-0.3
CCCc1cc(=O)[nH]c(SCC(=O)N2CCN(S(=O)(=O)c3ccc(Cl)cc3)CC2)n1,-12%,7%,14%,-6%,2,3.2,-1%,2.3
O=C(Nc1cccc(-c2nnc(-c3ccccc3)o2)c1)C1CC1,-5%,-11%,-19%,-8%,4,-0.5,-3%,-4.3
CCc1ccc(OC(C)C(=O)Nc2ccc(S(=O)(=O)Nc3cc(C)on3)cc2)cc1 (stereo not given),-2%,-6%,-28%,8%,-3,4.3,-10%,-1.8
N#C/C(=C/c1ccc(N2CCCCCC2)o1)c1ccc(Cl)cc1,-21%,10%,6%,2%,.,-0.3,-6%,-12
COc1cc(CCC(=O)OCC(=O)Nc2ccc(F)c(F)c2F)cc(OC)c1OC,5%,3%,-6%,1%,-4,-3.1,-6%,-1.8
CCN1C(=O)N[C@@H](c2cccc(C(F)(F)F)c2)[C@H](C(C)=O)[C@H]1C,-8%,-4%,13%,-7%,0,-1.6,-2%,0.9
O=C(CC1CCCC1)NCCc1cn2ccccc2n1,4%,-4%,-2%,4%,-2,-2.2,2%,-1.5
CCN(CC)S(=O)(=O)c1cccc(C(=O)N[C@H](C(=O)Nc2nc3ccccc3s2)C(C)C)c1,6%,1%,-9%,-12%,3,-4.4,1%,2.5
N#Cc1ccc(CSC2=NCCN2)cc1,7%,6%,7%,7%,10,0.7,-16%,-3.1
CCOc1ccc(NC(=O)c2ccc(N)cc2)cc1,2%,2%,2%,-7%,-3,-0.8,-5%,-1.8
COc1ccc(CCNC(=O)CN(c2ccccc2)S(=O)(=O)c2ccccc2)cc1,-7%,-1%,-1%,0%,-3,-2.1,-2%,0.6
Cc1ccc2nc(-c3ccc(NC(=O)C(C)Sc4nncs4)cc3)sc2c1 (stereo not given),-15%,4%,-17%,8%,-1,2.9,9%,1.5
CCOC(=O)NCc1ccc(Cl)c(Cl)c1,0%,2%,-7%,-4%,-1,-1.1,1%,0.0
Cc1ccsc1CN1CCC(C(=O)NCc2ccccc2Cl)CC1,2%,4%,-1%,1%,2,-0.2,-3%,4.3

# Grouped by structure, those above with fluorine (7)
SMILES,WRN helicase inh,EPAC2 agonist,EPAC1 antagonist,EPAC1 ag,PI5P4K alpha inh,IL-2 act,PLK1 PBD block,CCT modulator
O=C(NCc1ccncc1)C(=O)NCC1OCCCN1S(=O)(=O)c1ccc(F)cc1 (stereo not given),-23%,1%,-5%,7%,-4,0.4,-1%,-0.2
O=C1CC(Nc2ccc(N3CCOCC3)cc2)C(=O)N1c1cccc(C(F)(F)F)c1 (stereo not given),3%,5%,?,-6%,-15,2.5,-15%,-2.8
Cc1cc(C)n(CC2CC(=O)N(c3ccc(F)c(Cl)c3)C2=O)n1 (stereo not given),1%,2%,-16%,-5%,1,-0.8,2%,-1.4
CC(=O)c1ccc(S(=O)(=O)N2CCN(S(=O)(=O)c3ccccc3C(F)(F)F)CC2)cc1,-3%[57.1 µM],-1%,-14%,1%,-6,7.1,?,-2.2
O=[N+]([O-])c1cccc(-c2cc(C(F)(F)F)n3nc(-c4ccccc4)cc3n2)c1,-3%,-1%,-7%,3%,1,-0.6,2%,0.7
COc1cc(CCC(=O)OCC(=O)Nc2ccc(F)c(F)c2F)cc(OC)c1OC,5%,3%,-6%,1%,-4,-3.1,-6%,-1.8
CCN1C(=O)N[C@@H](c2cccc(C(F)(F)F)c2)[C@H](C(C)=O)[C@H]1C,-8%,-4%,13%,-7%,0,-1.6,-2%,0.9

# Source: PubChem

# The list is partial; rates above refer to the full screens.
